# Screens as filed in PubChem BioAssay.
# Mm-Cpn inhibitor – Inhibitors of TCP-1 ring complex (TRiC) of Methanococcus maripaludis (MmCpn): qHTS; purified Mm-Cpn ATPase, ADP Transcreener TR-FRET; Potency, µM (doses to about 76.9 µM), for inactives: at the top dose activity, negative = inhibition, most hits filed as inhibitors; 330,000 compounds, 0.031% hits; note: potency is the fitted concentration of half-maximal effect; % is set by controls: 0 for no effect and ±100 for the full control effect; nearly all actives have a fitted effect of over 80% in size
#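 ATP (10 uM final) was added to archaeal chaperonin (25 nM final) after 10 min exposure to test compound at 37°C; after 30 min further incubation, ADP was detected by competitive TR-FRET.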
# Nrf2 activator – qHTS of Nrf2 Activators; AREc32 ARE-luciferase reporter (MCF7-derived line), luminescence, 24 h; Potency, µM (doses to about 46.1 µM), inactives show at the top dose activation, actives largely listed as activators; 410,000 compounds, 0.31% hits; AID 624171, 2012; note: potency is the fitted concentration of half-maximal effect; % of control where 0% means no effect; nearly all actives have a fitted effect of over 65% in size
#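 AREc32 cells carrying an ARE-driven firefly luciferase, 1000 cells/well in OPTI-MEM with 5% FBS, dosed after overnight attachment and incubated 24 hr at 37 deg C. Steady-Glo luminescence read after 30 min at RT.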
# Nrf2 inh – Nrf2 qHTS screen for inhibitors; A549 ARE-Fluc reporter, luciferase luminescence, 18-24 h; Potency, µM (series often up to 46 µM), for inactives: top-dose activity change, negative = inhibition, usual class: inhibitors; 360,000 compounds, 2.1% hits; AID 504444, 2011; note: potency is the fitted concentration of half-maximal effect; % is set by controls: 0 for no effect and ±100 for the full control effect; nearly all actives have a fitted effect of over 60% in size
#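 Nrf2 function is reported as luminescence of an ARE-controlled luciferase in A549 cells. Compounds were tested at several concentrations, and a CellTiter-Fluor read on the same wells flagged cytotoxicity.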
# Akt phos inh – HTS Assay for Inhibitors of Akt Phophorylation: Primary Screen; Neuro2A IGF-stimulated pAkt S473 HTRF, 20 min; hits give low values; activity change, % for hits at 50 µM; 360,000 compounds, 0.32% hits; AID 651550, 2012; in the data active = activity change below about -80%; inconclusive = mostly about -51% to -80%; note: % is set by controls: 0 for no effect and ±100 for the full control effect
#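 Neuro2A cells (4,500/well, DMEM with 0.5% FBS) were treated with compound at a single 50 µM final concentration, stimulated with 6 nM IGF for 20 min at 37 °C, and lysed. Phospho-Akt Ser473 was read by HTRF as 665/615 ratio ×10^4.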
# EPAC2 antagonist – qHTS for Antagonist of cAMP-regulated guanine nucleotide exchange factor 2 (EPAC2): primary screen; Rap guanine nucleotide exchange factor 4 (Homo sapiens), Q8WZA2; EPAC2 GEF exchange of Rap1B-BODIPY-GDP, fluorescence; Potency, µM (doses to about 114 µM), inactives show at the highest dose activity, negative = inhibition, usual class: inhibitors; 360,000 compounds, 0.18% hits; AID 720708, 2013; note: potency is the fitted concentration of half-maximal effect; % is set by controls: 0 for no effect and ±100 for the full control effect; nearly all actives have a fitted effect of over 45% in size; many of its hits are not listed in these tables
# Target sequence (Q8WZA2 whole entry, looked up): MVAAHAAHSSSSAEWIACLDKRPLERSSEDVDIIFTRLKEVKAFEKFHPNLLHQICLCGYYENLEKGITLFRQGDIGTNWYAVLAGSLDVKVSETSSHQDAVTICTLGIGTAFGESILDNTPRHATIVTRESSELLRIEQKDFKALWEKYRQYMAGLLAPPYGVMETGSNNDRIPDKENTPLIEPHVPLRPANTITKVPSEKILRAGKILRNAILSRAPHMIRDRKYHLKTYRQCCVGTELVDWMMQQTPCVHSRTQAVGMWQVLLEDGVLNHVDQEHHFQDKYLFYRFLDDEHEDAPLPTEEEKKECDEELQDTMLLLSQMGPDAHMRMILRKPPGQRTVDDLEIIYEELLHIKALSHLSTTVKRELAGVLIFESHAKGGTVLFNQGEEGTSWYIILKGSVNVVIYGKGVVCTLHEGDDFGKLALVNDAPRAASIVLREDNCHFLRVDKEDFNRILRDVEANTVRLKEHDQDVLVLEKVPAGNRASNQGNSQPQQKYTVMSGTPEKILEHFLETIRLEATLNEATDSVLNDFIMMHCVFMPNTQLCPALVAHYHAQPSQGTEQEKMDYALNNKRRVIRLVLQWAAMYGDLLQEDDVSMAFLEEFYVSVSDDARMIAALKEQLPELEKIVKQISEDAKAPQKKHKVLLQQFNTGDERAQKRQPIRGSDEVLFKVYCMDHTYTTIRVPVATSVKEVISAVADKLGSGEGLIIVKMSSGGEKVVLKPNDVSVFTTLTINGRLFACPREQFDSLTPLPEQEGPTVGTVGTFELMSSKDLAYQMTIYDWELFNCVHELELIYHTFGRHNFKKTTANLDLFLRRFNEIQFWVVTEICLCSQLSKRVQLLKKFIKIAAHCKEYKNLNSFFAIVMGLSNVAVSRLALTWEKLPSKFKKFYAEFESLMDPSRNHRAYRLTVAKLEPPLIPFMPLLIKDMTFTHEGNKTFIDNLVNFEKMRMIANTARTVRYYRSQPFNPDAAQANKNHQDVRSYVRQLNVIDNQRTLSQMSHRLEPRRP
# CCT chaperon mod – High-Throughput Screening for Modulators of Cytosolic Chaperonin Activity. purified chaperonin ATPase assay, HTRF ADP detection, 30 min. activity change, % (test concentration not listed), hits read low. 360,000 compounds, 0.3% hits. AID 651819, 2012; in the data active = activity change below about -30%; note: % is set by controls: 0 for no effect and ±100 for the full control effect
#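 Nucleotide hydrolysis assay: TRiC at 20–40 nM final (set by batch activity) with 10 uM ATP, 30 min at 37 °C, in presence of 76 uM compound. Detection by competitive ADP HTRF, 30 min ambient.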
# A549 viability – Nrf2 qHTS screen for inhibitors: counterscreen for cytotoxicity | Potency, µM (highest dose often 46 µM), inactives show at the highest dose activity change, negative = cytotoxicity, usual class: inhibitors | A549 ARE-Fluc cells, CellTiter-Fluor viability, 18-24 h | 390,000 compounds, 0.16% hits | AID 504648, 2011; note: potency is the fitted concentration of half-maximal effect; % is set by controls: 0 for no effect and ±100 for the full control effect
#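 A549 ARE-Fluc cells in 5% FBS OPTI-MEM, 5000 cells/well, rested 2 h then exposed to compounds in concentration-response for 18-24 h at 37 °C. Viability by CellTiter-Fluor fluorescence (Ex 405/Em 525) after 30 min; luciferase luminescence (BugLite, 15 min, RT) read afterwards.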
# TGFb inhibitor – qHTS for Inhibitors of TGF-b; HepG2 CAGA-GFP TGF-b/SMAD3 reporter, GFP fluorescence, 18 h; TGF-beta stimulated, 500 pg/mL final; Potency, µM (titrated, usually from 46.1 µM), inactives show at the highest dose activity, negative = inhibition, most hits filed as inhibitors; 410,000 compounds, 1.2% hits; AID 588855, 2011; note: potency is the fitted concentration of half-maximal effect; % is set by controls: 0 for no effect and ±100 for the full control effect; nearly all actives have a fitted effect of over 65% in size
#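 TGF-beta reporter screen: HEPG2 CAGA-GFP, 1% FBS, 500 pg/mL TGF-beta final, 18 h; per-cell GFP summed per well; curves fitted and categorized by class.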
# EPAC2 agonist – qHTS for Agonist of cAMP-regulated guanine nucleotide exchange factor 4 (EPAC2): primary screen | Rap guanine nucleotide exchange factor 4 (Homo sapiens), Q8WZA2 | EPAC2 activation, biochemical qHTS; response scale: 100% = 6.5 mM cAMP response | AID 720711, 2013 | 360,000 compounds, 0.079% hits | Potency, µM (highest dose often 154 µM), for inactives: top-dose activation, most hits filed as activators; note: potency is the fitted concentration of half-maximal effect; nearly all actives have a fitted effect of over 50% in size
#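 qHTS, titration series. 100 nM EPAC2 / 250 nM Rap1B-BODIPY-GDP / 50 uM GDP; RT; ex 480/em 540 nm, 5-min reads to 30 min. Norm. to 6.5 mM cAMP = activation.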
# Active calls of the source: *; i = inactive; ? = inconclusive; nt = no result given; & = joins results of further samples. Unless noted, calls come from the whole dose curve; as a rule, active = well fitted curve in the direction sought with a large enough effect; inconclusive = small, poorly fitted or top-dose-only effect, or another doubt; inactive = no such curve, though single readings can be large; an effect the other way counts as inactive or inconclusive.
# Sample of the layout, three compounds:
SMILES,Mm-Cpn inhibitor,Nrf2 activator,Nrf2 inh,Akt phos inh,EPAC2 antagonist,CCT chaperon mod,A549 viability,TGFb inhibitor,EPAC2 agonist
Cc1ccc(N2CC(C(=O)Nc3ccc4c(c3)OCO4)CC2=O)cc1 (stereo not given),1%,-0.6%,?,i,17%,1.7,1%,-1%,-7%
Cc1oc(/C=N/NC(=O)CC2(C)OCCO2)cc1Br,2%,-0.2%,4%,i,-14%,-1.3,-1%,12%,23%
NNC(=O)c1sccc1OCc1ccc(Cl)cc1,-1%,3.1%,2%,i,2%,0.0,1%,-10%,10%

# The listing, from the start:
SMILES,Mm-Cpn inhibitor,Nrf2 activator,Nrf2 inh,Akt phos inh,EPAC2 antagonist,CCT chaperon mod,A549 viability,TGFb inhibitor,EPAC2 agonist
Cc1ccc(N2CC(C(=O)Nc3ccc4c(c3)OCO4)CC2=O)cc1 (stereo not given),1%,-0.6%,?,i,17%,1.7,1%,-1%,-7%
Cc1oc(/C=N/NC(=O)CC2(C)OCCO2)cc1Br,2%,-0.2%,4%,i,-14%,-1.3,-1%,12%,23%
NNC(=O)c1sccc1OCc1ccc(Cl)cc1,-1%,3.1%,2%,i,2%,0.0,1%,-10%,10%
O=C(COc1ccc2c3c(c(=O)oc2c1)CCCC3)NCc1ccncc1,3%,-2.7%,?,i,4%,-0.5,-1%,11%,8%
Cc1ccccc1C(=O)O[C@H]1[C@H](Cc2ccccc2)NS(=O)(=O)[C@H]2CC3C=C[C@]12O3,2%,0.4%,4%,i,-6%,0.5,-6%,-28%&7%,3%
CCC1=C2CC[C@H]3C(=O)N(CC)C(=O)[C@H]3[C@H]2[C@@]2(Cc3ccccc3)C(=NCCOC)OC(=O)N2C1=O,0%,-0.5%,-6%,i,-2%,-7.6,-11%,8%,7%
CCNCCOC(c1ccccc1)c1ccccc1,-8%,-0.2%,12%,i,-1%,-2.9,-1%,?,-5%
Fc1ccc(/C=N/NC(=S)NCCc2ccccc2)cc1F,0%,0.6%,6%,i,-7%,-0.1,13%,?,4%
Nn1c(SCC(=O)NC2CCCc3ccccc32)nnc1C1CC1 (stereo not given),0%,-1.0%,-5%,i,1%,-2.3,2%,6%,1%
O=C(/C=C/c1ccco1)c1cccc([N+](=O)[O-])c1,nt,?,12%,i,-1%,0.7,0%,-2%,8%
CCOc1ccc(CCNC(=O)CCc2c(C)nc3ncnn3c2C)cc1OCC,2%,-0.4%,8%,i,-1%,-1.9,-6%,5%,6%
COc1ccccc1-c1nnc(NC(=O)c2ccc(S(=O)(=O)N3CCCC3)cc2)o1,2%,-0.4%,?,i,2%,-3.3,-3%,-11%,4%
Cn1c(SCC(=O)NNC(=O)Cc2ccccc2)nnc1-c1ccc(Cl)cc1,1%,-0.2%,3%,i,-1%,-0.3,4%,5%,-1%
COc1ccc(NC(=O)CN2C(=O)c3cccc4cccc2c34)cc1OC,-4%,2.6%,?,i,3%,-2.6,-10%,?,1%
N/C(CC(=O)Nc1ccc(F)cc1)=N\O,2%,0.3%,-24%,i,-3%,-0.3,-16%,-5%,11%
Cc1c(C(=O)NCc2ccc([N+](=O)[O-])cc2)sc(=O)n1Cc1ccc2c(c1)OCO2,nt,0.6%,nt,i,-17%,-0.1,nt,-9%,8%
CCOC(=O)c1cnc2c(C)c(Cl)ccc2c1NCCCN1CCOCC1,-3%,-0.3%,?,i,-13%,-0.1,-14%,4%,9%
O=C1C(=O)c2ccccc2C(O)=C1CCCCl,-3%,-5.5%,-6%,i,3%,-0.4,1%,2.5µM*,-4%
CCCn1c(N)c(N(CCOC)C(=O)CSc2ccccc2)c(=O)[nH]c1=O,0%,-0.2%,0%,i,4%,0.1,3%,15%,6%
O=C(Nc1cccc([N+](=O)[O-])c1)c1cccc(C(=O)Nc2cccc([N+](=O)[O-])c2)c1,2%,20%,-2%,i,-10%,0.8,1%,14%,4%
Cn1c(-c2ccccc2)c(Sc2ccccc2)c2cc(-c3ccc4cc[nH]c4c3)ccc21,nt,-1.1%,nt,i,7%,1.0,nt,nt,1%
O=C(CSc1ncccn1)Nc1ccc(Cl)c(S(=O)(=O)N2CCOCC2)c1,2%,0.2%,-12%,i,7%,-0.1,4%,7%,4%
CC1(C)CC(=O)c2cc(C(=O)N3CCCC(C)(C)C3)c(=O)n(-c3ccccc3)c2C1,1%,0.0%,8%,i,-1%,-1.4,10%,3%,-16%
O=C(Cc1cccs1)Nc1ccc(NC(=O)c2ccco2)cc1,nt,2.1%,-15%,i,-7%,-0.3,16%,12%,9%
O=C(Nc1nnc(C2CC2)s1)c1ccccn1,-1%,-1.0%,nt,i,2%,-1.4,-11%,-18%,7%
O=C(CSc1cccc[n+]1[O-])c1cc2ccccc2o1,-20%,19%,10%,i,-3%,0.7,-7%,?,8%
COc1ccc(S(=O)(=O)N2CCOCC2)cc1NC(=O)CN(C)Cc1c(F)cccc1Cl,2%,0.7%,21µM*,i,-13%,-0.4,-8%,?,5%
CCOc1ccccc1NC(=O)N1CCC(NC(=O)c2cccc(C)c2)CC1,-9%,0.5%,10%,i,2%,0.6,-8%,-18%,-8%
O=C(O)CN1C(=O)S/C(=C\c2ccc3c(c2)OCO3)C1=O,nt,0.5%,0%,i,-1%,-1.6,-5%,7%,1%
Cc1cc(C)cc(Nc2nc(-c3ccc(S(=O)(=O)N4CCCC4)cc3)cs2)c1,-25%,-1.4%,?,i,0%,-3.4,2%,-28%,16%
COc1ccc(CC(=O)OCC(=O)Nc2ccc(N3CCOCC3)cc2)cc1,1%,-1.1%,?,i,10%,-0.2,13%,1%,5%
Cc1cccc(N2CCN(C(=O)CNC(=O)c3cccc([N+](=O)[O-])c3)CC2)c1C,-2%,-0.1%,23µM*,i,-7%,-0.8,-3%,-24%,5%
O=C(Nc1nnc(SCC(=O)N2CCCC2)s1)C1CC(=O)N(c2ccc(F)cc2)C1 (stereo not given),-1%,-0.6%,-3%,i,-14%,-0.8,-6%,-2%,-3%
O=C(NC1CCCCC1)n1c(=O)oc2ccc(Cl)cc21,-1%,0.0%,3%,i,-1%,1.4,2%,-4%,-7%
CC(C)c1ccc(C2C(C#N)=C(N)Oc3c2oc(CO)cc3=O)cc1 (stereo not given),2%,2.5%,4%,i,-10%,0.8,?,0%,5%
CN1CCN(CC(=O)N2c3ccccc3C(C)(c3ccccc3)CC2(C)C)CC1 (stereo not given),-3%,2.3%,nt,i,6%,-3.5,-5%,3%,-7%
CCC(c1nnc(SCC(=O)Nc2ccc(C(C)=O)cc2)n1C1CCCCC1)N(C)C (stereo not given),1%,0.9%,2%,i,7%,-1.0,-8%,1%,3%
O=C(NCc1ccccc1F)c1cc2ccccn2n1,nt,1.5%,?,nt,nt,nt,7%,21%,nt
CCC1(c2ccccc2)NC(=O)N(CC(=O)NCC2COc3ccccc3O2)C1=O (stereo not given),1%,-0.4%,3%,i,6%,-1.5,-7%,-20%,-3%
CC(=O)Nc1nc(-c2ccc3c(c2)CCN3S(C)(=O)=O)cs1,-1%,6.7%,10%,i,0%,3.3,3%,18%,2%

# In the list so far, 2 have a thiophene ring, fused or not.
SMILES,Mm-Cpn inhibitor,Nrf2 activator,Nrf2 inh,Akt phos inh,EPAC2 antagonist,CCT chaperon mod,A549 viability,TGFb inhibitor,EPAC2 agonist
NNC(=O)c1sccc1OCc1ccc(Cl)cc1,-1%,3.1%,2%,i,2%,0.0,1%,-10%,10%
O=C(Cc1cccs1)Nc1ccc(NC(=O)c2ccco2)cc1,nt,2.1%,-15%,i,-7%,-0.3,16%,12%,9%

# (listing goes on)
SMILES,Mm-Cpn inhibitor,Nrf2 activator,Nrf2 inh,Akt phos inh,EPAC2 antagonist,CCT chaperon mod,A549 viability,TGFb inhibitor,EPAC2 agonist
CCCCNc1c(-c2ccc(OC)c(SC3CCCCC3)c2)nc2ccc(Cl)cn12,2%,-1.4%,-11%,i,-8%,-0.7,-23%,?,18%
CC1CC(=O)Nc2ccccc2N1C(=O)CSc1ncnc2sccc12 (stereo not given),1%,4.2%,-17%,i,1%,0.5,-2%,7%,2%
CC(=O)c1cccc(N2C(=O)C3C4CCC(C4=C(C)C)C3C2=O)c1 (stereo not given),2%,-0.1%,-11%,i,3%,0.4,-12%,-7%,0%
CCOC(=O)c1cnc(SCC(=O)Nc2ccc(NC(=O)CC)c(OC)c2)nc1N,0%,-0.4%,-2%,i,-5%,-1.9,?,-4%,1%
Cc1cc(=O)oc(C)c1C(=O)Nc1cccc2nonc12,-2%,0.2%,-8%,i,9%,-0.8,-5%,2%,1%
Cc1cccc(NCc2ccc(Br)cc2)n1,-2%,2.6%,?,i,-3%,1.7,4%,7%,4%
CSc1ncc(F)c(N(CCO)CCO)n1,-14%,-0.6%,4%,i,-4%,-0.7,-1%,0%,6%
CN(CC(=O)Nc1cccc(C(F)(F)F)c1)Cc1ccccc1,-2%,2.8%,-9%,i,-21%,-1.4,7%,7%,9%

# Some of the compounds tested, so the mix of outcomes need not match the whole.
